Assay outcomes (PubChem)
FUS suppressor: qHTS for Suppressors of FUS Proteinopathy: Primary screen using FUS-linked yeast assay; S. cerevisiae FUS-expressing, growth rescue, OD600, 24 h; AID 1347120, 2019; 390,000 compounds, 0.24% hits; Potency, µM (highest dose often 76.6 µM), without a hit: top-dose growth rescue (activation), usual class: activators;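 also: potency is read from the fitted curve at half-maximal effect; plate controls were DMSO vehicle for no effect and reference control for full effect; nearly all actives have a fitted effect of over 55% in size; some results filed as inactive show a strong effect at the top dose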
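Compound concentration series was pinned onto galactose-induced FUS-expressing yeast seeded at OD 0.005. Plates sat 24hr at 30C; absorbance at 600 nm gave growth. DMSO served as background control.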
WRN helicase inh: qHTS for Inhibitors of WRN Helicase. Bifunctional 3'-5' exonuclease/ATP-dependent helicase WRN (Homo sapiens), Q14191. Potency, µM (titrated, usually from 114 µM), inactives show top-dose activity change, negative = inhibition, actives largely listed as inhibitors. WRN helicase unwinding, fluorescent forked duplex, kinetic. 360,000 compounds, 0.46% hits; also: potency is read from the fitted curve at half-maximal effect; % is scaled to controls: 0 for no effect and ±100 for the full control effect; nearly all actives have a fitted effect of over 55% in size
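Kinetic fluorescence helicase assay: unwinding of a quenched forked DNA duplex (100 nM final) with 2 mM ATP final raises red fluorescence (525/598 nm). Compounds sat 15 min at room temperature with 20 nM WRN beforehand.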
PLK1 PBD inh: qHTS for Inhibitors of PLK1-PDB (polo-like kinase 1 - polo-box domain): Primary Screen | Serine/threonine-protein kinase PLK1 (Homo sapiens), P53350 | Plk1 PBD binding of FITC phosphopeptide, fluorescence polarization | Potency, µM, without a hit: max response, negative = inhibition, usual class: inhibitors | 360,000 compounds, 2.8% hits | AID 720504, 2013; also: potency is read from the fitted curve at half-maximal effect; series mostly up to about 57 µM; % is scaled to controls: 0 for no effect and ±100 for the full control effect; nearly all actives have a fitted effect of over 65% in size
Target sequence (P53350 whole entry, looked up, the tested form may be a part): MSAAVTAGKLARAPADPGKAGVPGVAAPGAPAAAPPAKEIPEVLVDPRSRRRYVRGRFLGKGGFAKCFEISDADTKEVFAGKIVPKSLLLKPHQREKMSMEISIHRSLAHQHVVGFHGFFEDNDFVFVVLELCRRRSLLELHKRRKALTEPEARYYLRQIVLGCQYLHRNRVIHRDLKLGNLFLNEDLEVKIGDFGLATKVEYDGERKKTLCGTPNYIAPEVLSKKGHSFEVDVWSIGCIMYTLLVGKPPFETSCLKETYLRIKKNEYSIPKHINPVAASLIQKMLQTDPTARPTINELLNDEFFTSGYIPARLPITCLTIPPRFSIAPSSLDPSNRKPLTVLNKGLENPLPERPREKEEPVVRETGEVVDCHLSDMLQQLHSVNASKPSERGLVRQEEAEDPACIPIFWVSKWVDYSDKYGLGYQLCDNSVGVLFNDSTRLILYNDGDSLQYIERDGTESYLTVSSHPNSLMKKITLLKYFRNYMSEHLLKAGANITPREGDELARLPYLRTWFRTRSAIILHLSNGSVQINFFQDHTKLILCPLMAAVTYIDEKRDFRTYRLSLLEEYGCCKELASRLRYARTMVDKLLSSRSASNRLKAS
EPAC1 ag: qHTS for Agonist of cAMP-regulated guanine nucleotide exchange factor 3 (EPAC1): primary screen | EPAC1 agonist qHTS, biochemical assay; response scale: 100% = response to 6.5 mM cAMP | 360,000 compounds, 0.073% hits | Rap guanine nucleotide exchange factor 3 (Homo sapiens), O95398 | AID 720707, 2013 | Potency, µM (series often up to 154 µM), without a hit: at the highest dose activation, hits mostly activators; also: potency is read from the fitted curve at half-maximal effect; nearly all actives have a fitted effect of over 60% in size
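Normalized to 6.5 mM cAMP, activity reflects EPAC1-catalysed release of BODIPY-GDP from Rap1B, followed kinetically over 30 min at 480 nm excitation, 540 nm emission. Reaction contained 100 nM EPAC1, 250 nM Rap1B-BODIPY-GDP, 50 uM GDP.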
IL-2 act: qHTS of IL-2 Activators; activation, % (series mostly up to about 46 µM); IL-2 activation reporter assay, cell-based qHTS; stimulated with anti-CD3/CD4/CD28 beads; in transgenic mouse T cells; 360,000 compounds, 0.065% hits; in the data active = activation above about 50%; inconclusive = mostly about 30% to 49%; also: 0% is about no effect
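Using fluorescent plate cytometry, EGFP and DsRed are detected in transgenic mouse T cells stimulated 18 h at 37 degrees C with antibody-coated beads after 60 min compound pretreatment.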
Abeta yeast res: qHTS for compounds that reverse cellular toxicity of Amyloid beta (A-beta) peptide in yeast: Primary Screen; yeast expressing A-beta42, growth rescue, OD600, 48 h; response scale: 0% DMSO, 100% iron-clioquinol control; Potency, µM (top dose mostly 46.1 µM), for the others: at the top dose growth rescue, hits mostly activators; 410,000 compounds, 0.063% hits; also: potency is read from the fitted curve at half-maximal effect; nearly all actives have a fitted effect of over 55% in size
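Growth rescue measured by 600 nm absorbance after 48 h yeast culture at 30 C with compound. Values normalized between DMSO and an equimolar ferric chloride plus clioquinol control.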
PI5P4K alpha inh: qHTS for Inhibitors of phosphatidylinositol 5-phosphate 4-kinase (PI5P4K). Phosphatidylinositol 5-phosphate 4-kinase type-2 alpha (Homo sapiens), P48426. PI5P4Kalpha enzyme, ADP-Glo luminescence, 60 min; stronger effect = lower value. max response, %. 330,000 compounds, 1.2% hits. AID 652105, 2013; active = max response of -50% or lower; inconclusive = between -30% and -50%; inactive = -30% or higher; also: value at the top dose of about 77 µM; % is scaled to controls: 0 for no effect and ±100 for the full control effect
Target sequence (P48426 whole entry, looked up): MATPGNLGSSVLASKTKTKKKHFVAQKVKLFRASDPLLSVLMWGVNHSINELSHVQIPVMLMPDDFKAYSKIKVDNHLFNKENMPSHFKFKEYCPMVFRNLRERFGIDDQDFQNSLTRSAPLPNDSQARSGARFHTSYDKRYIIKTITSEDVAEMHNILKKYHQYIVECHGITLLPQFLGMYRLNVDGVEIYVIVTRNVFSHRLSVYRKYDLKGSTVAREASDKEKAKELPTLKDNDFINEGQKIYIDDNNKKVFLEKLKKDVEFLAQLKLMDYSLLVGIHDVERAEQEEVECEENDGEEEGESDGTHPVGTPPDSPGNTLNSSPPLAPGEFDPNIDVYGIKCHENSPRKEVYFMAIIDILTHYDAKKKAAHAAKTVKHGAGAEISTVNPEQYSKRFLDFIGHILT
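ADP-Glo luminescence end-point after a 60 min room-temperature kinase reaction. PI5P4Kalpha and substrate in HEPES pH 7.4 buffer with EGTA, 0.1% CHAPS and 5% DMSO; ATP at 5 microM final.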
EPAC1 antag: qHTS for Antagonist of cAMP-regulated guanine nucleotide exchange factor 3 (EPAC1): primary screen | Rap guanine nucleotide exchange factor 3 (Homo sapiens), O95398 | EPAC1 GEF assay, Rap1b-BODIPY-GDP exchange fluorescence | Potency, µM (titrated, usually from 115 µM), inactives show top-dose activity change, negative = inhibition, usual class: inhibitors | 360,000 compounds, 0.14% hits;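 also: potency is read from the fitted curve at half-maximal effect; plate controls were vehicle for no effect and positive control for full effect; nearly all actives have a fitted effect of over 50% in size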
Active calls of the source: *; ? = inconclusive; / = no result given; [ ] = another dose, or the depositor's remark. Unless noted, calls follow the shape of the dose curve; as a rule, active = well fitted curve in the direction sought with a large enough effect; inconclusive = small, poorly fitted or top-dose-only effect, or another doubt; inactive = no such curve, though single readings can be large; an effect the other way counts as inactive or inconclusive.

Codes – A = FUS suppressor; B = WRN helicase inh; C = PLK1 PBD inh; D = EPAC1 ag; E = IL-2 act; F = Abeta yeast res; G = PI5P4K alpha inh; H = EPAC1 antag
SMILES: Cc1ccc(S(=O)(=O)N2C[C@H]3C(=O)C[C@@H]4C(=O)N(c5ccccc5)C(=O)[C@@H]4[C@@H]3C[C@H]2c2cccc(Cl)c2)cc1
  A: ?; B: -11%; C: -1%; D: 6%; E: 0.6; F: -1%; G: -7; H: -7%

SMILES: O=C(NCc1ccccc1)C1c2ccccc2OCC(=O)N1CCc1c[nH]c2ccccc12 (stereo unspecified)
  A: 14%; B: 2%; C: -1%; D: -20%; E: 0.2; F: 1%; G: -2; H: -10%

SMILES: CCCN1C(=O)c2ccc(C(=O)NC3=NCCS3)cc2C1=O
  A: -7%; B: -2%; C: -6%; D: 4%; E: -0.4; F: -13%; G: -9; H: -13%

SMILES: Nc1nc(Nc2ccccc2)nc(N2CCCC2)c1[N+](=O)[O-]
  A: 2%; B: -5%; C: 1%; D: -2%; E: -2.7; F: -22%; G: -11; H: -12%

SMILES: O=C(N/N=C/c1ccccc1)c1ccc(N2CCCC2=O)cc1
  A: -20%; B: 3%; C: -20%; D: 5%; E: -2.0; F: 11%; G: -5; H: 0%

SMILES: Cc1ccc2cccc(SCC(=O)Nc3ccc(F)cc3)c2n1
  A: 7%; B: 3%; C: -2%; D: 5%; E: -2.2; F: -22%; G: 18; H: -8%

SMILES: CCN(C(=O)COC(=O)c1cc(-c2ccccc2)nc2c1c(C)nn2-c1ccc(C)cc1)C1CCS(=O)(=O)C1 (stereo unspecified)
  A: 10%; B: 2%; C: 0%; D: -2%; E: 0.0; F: -8%; G: -5; H: -12%

SMILES: OC(CN1CCN(Cc2ccccc2)CC1)c1ccc(Br)cc1 (stereo unspecified)
  A: 9%; B: -4%; C: -21%; D: -4%; E: 1.1; F: 11%; G: -8; H: -8%

SMILES: Nn1c(SCC(=O)N2CCCCCC2)nnc1-c1ccco1
  A: -6%; B: 14%; C: -1%; D: -4%; E: 0.6; F: -11%; G: 0; H: 8%

SMILES: CC(=O)c1ccc(OCc2c(-c3ccccc3)nnn2CC(=O)NS(=O)(=O)c2ccccc2C)cc1
  A: 16%; B: -6%; C: -8%; D: 0%; E: 0.8; F: -17%; G: -51*; H: -15%

SMILES: COc1ccc(C)cc1NC(=O)Nc1ccc(Br)cn1
  A: -7%; B: -5%; C: 1%; D: -1%; E: -0.1; F: 24%; G: -2; H: 3%

SMILES: CSCCC(NC(=O)c1ccccc1)C(=O)N1CC(C)OC(C)C1 (stereo unspecified)
  A: 18%; B: 2%; C: 5%; D: -9%; E: -0.3; F: 6%; G: 0; H: 18%

SMILES: C[C@H]1CN([C@@H](C)CO)C(=O)c2cccc(NC(=O)Nc3ccc(C(F)(F)F)cc3)c2O[C@@H]1CN(C)S(=O)(=O)c1ccc(Cl)cc1
  A: ?; B: -14%; C: 0%; D: -37%[inhibitor]; E: -4.0; F: 2%; G: -1; H: -15%

SMILES: O=C(N/N=C1\C2CN3CCN(C2)CC1(c1ccccc1)C3)c1ccc(F)cc1
  A: 3%; B: -3%[57.1 µM]; C: -7%; D: 4%; E: -2.6; F: -7%; G: 1; H: 4%

SMILES: CCC(OC(=O)c1nsc(Cl)c1Cl)C(=O)NC(C)(C)CC (stereo unspecified)
  A: -10%; B: 3%; C: -5%; D: 4%; E: -1.1; F: 19%; G: -9; H: -8%

A different layout for some results above.
Every second line gives: FUS suppressor	WRN helicase inh	PLK1 PBD inh	EPAC1 ag	IL-2 act	Abeta yeast res	PI5P4K alpha inh	EPAC1 antag
> Nc1nc(Nc2ccccc2)nc(N2CCCC2)c1[N+](=O)[O-]
 : 2%	-5%	1%	-2%	-2.7	-22%	-11	-12%
> O=C(N/N=C/c1ccccc1)c1ccc(N2CCCC2=O)cc1
 : -20%	3%	-20%	5%	-2.0	11%	-5	0%
> Cc1ccc2cccc(SCC(=O)Nc3ccc(F)cc3)c2n1
 : 7%	3%	-2%	5%	-2.2	-22%	18	-8%
> CCN(C(=O)COC(=O)c1cc(-c2ccccc2)nc2c1c(C)nn2-c1ccc(C)cc1)C1CCS(=O)(=O)C1 (stereo unspecified)
 : 10%	2%	0%	-2%	0.0	-8%	-5	-12%

Going on with the list:
Codes – A = FUS suppressor; B = WRN helicase inh; C = PLK1 PBD inh; D = EPAC1 ag; E = IL-2 act; F = Abeta yeast res; G = PI5P4K alpha inh; H = EPAC1 antag
SMILES: O=C(CCSc1ccc(Cl)cc1)NCc1ccccn1
  A: -3%; B: 0%; C: -19%; D: -1%; E: 1.7; F: -5%; G: 0; H: 0%

SMILES: Cc1cc(C)n(C(C)CNS(=O)(=O)c2ccccc2)n1 (stereo unspecified)
  A: -9%; B: 5%; C: -2%; D: 0%; E: -0.1; F: 7%; G: 4; H: -1%

SMILES: O=C(COC(=O)c1cccc(O)c1)Nc1ccc(S(=O)(=O)N2CCOCC2)cc1
  A: 13%; B: 1%; C: -2%; D: 2%; E: -0.3; F: 11%; G: 0; H: 14%

SMILES: O/N=C1\CCCc2nnc3c(c21)CCCC3
  A: 4%; B: -3%; C: -8%; D: -8%; E: 1.3; F: -2%; G: -27; H: 6%

SMILES: Oc1oc(-c2ccc(Br)cc2)nc1/C=N/c1ccccn1
  A: -4%; B: -1%; C: -2%; D: -1%; E: 3.0; F: -15%; G: 3; H: 22%

SMILES: Cc1cc(OCC(=O)OCC(=O)Nc2cccnc2Cl)ccc1Cl
  A: 2%; B: 1%; C: 1%; D: 3%; E: -2.1; F: -3%; G: 8; H: 8%

SMILES: CCOC(=O)N1CCN(C(=O)Cc2ccc(Cl)cc2)CC1
  A: -25%; B: 7%; C: -5%; D: 3%; E: -0.5; F: 4%; G: -5; H: 6%

SMILES: COc1ccc(CCN=C2SCC(=O)N2C)cc1OC
  A: -13%; B: 3%[57.1 µM]; C: 4%; D: 3%; E: -3.6; F: 10%; G: /; H: 8%

SMILES: O=C1N=C(N2CCc3ccccc3C2)S/C1=C\c1ccc(O)cc1
  A: ?; B: -16%; C: 1%; D: 6%; E: -0.1; F: -2%; G: -15; H: -13%

SMILES: CC(=O)Nc1ccc(S(=O)(=O)Nc2cc(C)cn(Cc3ccc(C)cc3)c2=O)cc1
  A: -9%; B: -2%; C: 4%; D: 4%; E: 1.6; F: -5%; G: 2; H: 2%

SMILES: O=C1c2ccccc2C(=O)N1CC(O)COc1ccccc1Cl (stereo unspecified)
  A: -15%; B: -5%; C: -13%; D: 4%; E: -3.5; F: 0%; G: -6; H: -20%

SMILES: O=C(CCC(=O)N1CCOc2ccc(Cl)cc21)NCCCN1CCOCC1
  A: -24%; B: 7%; C: -2%; D: -7%; E: -1.0; F: 7%; G: 3; H: 19%

SMILES: O=C(NC1CCCC1)C1c2ccccc2OCC(=O)N1Cc1cccnc1 (stereo unspecified)
  A: -14%; B: -9%; C: -12%; D: -8%; E: 0.1; F: -9%; G: -1; H: -21%

SMILES: COc1ccccc1-c1cc(C(F)(F)F)nc(S(=O)(=O)CCCC(=O)N2CCOCC2)n1
  A: 8%; B: -1%; C: ?; D: -18%; E: -4.4; F: -2%; G: -4; H: ?

SMILES: Cc1c(NC(=S)NC(=O)c2cccc3ccccc23)cccc1C(=O)O
  A: /; B: -10%; C: -5%; D: -10%; E: -2.1; F: 0%; G: -7; H: 2%

SMILES: CCOC(=O)/C=c1\s/c(=C\c2ccc(C(F)(F)F)cc2)c(=O)n1CC(=O)NCc1ccco1
  A: ?; B: -22%; C: -3%; D: -25%; E: -2.7; F: 2%; G: -29; H: -28%

SMILES: COc1ccccc1C(C)NCC(=O)Nc1c(F)cccc1F (stereo unspecified)
  A: -4%; B: 4%; C: -6%; D: 0%; E: -7.1; F: -13%; G: 3; H: -14%

SMILES: COC(=O)CCCCC1SCC(NC(=O)c2ccccc2)C1OC(C)=O (stereo unspecified)
  A: 2%; B: -2%; C: -6%; D: 6%; E: -0.1; F: 21%; G: -1; H: 4%

SMILES: Cc1csc(NC(=O)c2c(O)c3c(n(CC(C)C)c2=O)CCCC3)n1
  A: 1%; B: -8%; C: -8%; D: 0%; E: -0.1; F: 14%; G: 15; H: 19%

SMILES: O=C(O)COc1ccccc1C(Nc1ccccn1)c1cc(Cl)c2cccnc2c1O (stereo unspecified)
  A: ?; B: ?; C: 2.7µM*; D: 2%; E: -0.6; F: -16%; G: -72*; H: -25%

SMILES: CCCn1c(N)c(N(CCOC)C(=O)/C=C/c2cccc(Cl)c2)c(=O)[nH]c1=O
  A: 2%; B: -1%; C: -2%; D: 12%; E: -3.4; F: 11%; G: -1; H: -22%

SMILES: Cc1ccnc(Nc2nc(-c3ccc(F)cc3)cs2)c1
  A: 16%; B: -30%; C: -9%; D: 18%; E: -0.5; F: -6%; G: 10; H: -7%

SMILES: Cc1ccc(C)c(S(=O)(=O)N2CCCCC2CCNC(=O)C(=O)NC2CCCC2)c1 (stereo unspecified)
  A: ?; B: 1%; C: -6%; D: 7%; E: -5.1; F: 13%; G: 16; H: -9%

SMILES: Cc1nn(-c2ccccc2)c(C)c1C(=O)N1CCN(S(=O)(=O)c2ccccc2)CC1
  A: 7%; B: -8%; C: -6%; D: -9%; E: -0.3; F: 3%; G: -5; H: 10%

SMILES: O=C(/C=C/c1cccc([N+](=O)[O-])c1)NCCSCc1ccc(Cl)cc1Cl
  A: 11%; B: -9%; C: -7%; D: 4%; E: -2.6; F: 13%; G: 21; H: -3%

SMILES: COc1ccc(-c2nn(-c3ccccc3)cc2C(=O)Nc2ccc(C(=O)O)cc2)cc1OC
  A: 8%; B: -14%; C: -4%; D: -4%; E: -0.4; F: -10%; G: 3; H: -3%
